EIF4E inhibitors: inhibitors of EIF4E gene expression, primary screen, cell-based, HT1080, luciferase reporter (AID 1224817) | HT1080 EIF4E-luc2 knock-in reporter, luciferase, 16 h; hits give low values | log2 luciferase activity ratio at 2.5 µM | hit rate 1% among 2,000;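 active = log2 luciferase ratio at or below -0.5849, meaning signal at two thirds of solvent-only control or lower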;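 note: luciferase reports endogenous eIF4E expression since it is co-expressed from the native EIF4E locus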
Active calls of the source: *. Some of the compounds tested; rates above refer to the full screens.

| SMILES | EIF4E inhibitors |
| --- | --- |
| CC[C@](O)(C(=O)O)c1cc2n(c(=O)c1CO)Cc1cc3ccccc3nc1-2 | -0.308 |
| CCC1(CCSC(=N)N)C(=O)NC(=O)NC1=O | -0.166 |
| CNC(Cc1ccccc1)c1cccc(OC)c1O (stereo unspecified) | -0.0148 |
| NCCCN1CCN(c2ccccc2)CC1 | -0.086 |
| c1cc2c(c(NC3=NCCN3)c1)CCCC2 | -0.161 |
| NNc1nncn1N | -0.188 |
| O=C(c1ccccc1)C1C(c2ccccc2[N+](=O)[O-])N1C1CCCCC1 (stereo unspecified) | -0.136 |
| CSc1ccc2c(c1)c(CCN)c(C)n2Cc1ccccc1Cl | 0.186 |
| CC(C)(C)c1cc(O)ccc1O | -0.189 |
| O=C(Nc1cc[c]([Sb](=[O])([OH])[OH])cc1)c1ccccc1 | 0.636 |

Reprinted from the part before: three compounds, followed by the next part.
| SMILES | EIF4E inhibitors |
| --- | --- |
| CSc1ccc2c(c1)c(CCN)c(C)n2Cc1ccccc1Cl | 0.186 |
| CC(C)(C)c1cc(O)ccc1O | -0.189 |
| O=C(Nc1cc[c]([Sb](=[O])([OH])[OH])cc1)c1ccccc1 | 0.636 |
| CCN(CC)CCn1ncc2c(N)ncnc21 | 0.211 |
| NCC(Cc1ccccc1)P(=O)(O)O (stereo unspecified) | -0.0603 |
| CC(C)c1oc(=O)cc2c1C(O)C1OC(=O)C3(C)C(O)C4OC4C2(C)C13 (stereo unspecified) | -0.289 |
| COC1=CC23CCCN2CCc2cc4c(cc2C3C1O)OCO4 (stereo unspecified) | -0.0466 |
| CC(C)=CC1C(C(=O)OCc2cc3c(cc2Cl)OCO3)C1(C)C (stereo unspecified) | -0.116 |
| CCC1=C(CC2NCCc3cc(OC)c(OC)cc32)CC2c3ccccc3CCN2C1 (stereo unspecified) | 0.233 |
| O=C(O)CN1CCN(CC(=O)O)CC(=O)[O][Hg][O]C(=O)C1 | 0.156 |

Reformatted: entries from further up.
CC(C)c1oc(=O)cc2c1C(O)C1OC(=O)C3(C)C(O)C4OC4C2(C)C13 (stereo unspecified)
  EIF4E inhibitors: -0.289
COC1=CC23CCCN2CCc2cc4c(cc2C3C1O)OCO4 (stereo unspecified)
  EIF4E inhibitors: -0.0466
CC(C)=CC1C(C(=O)OCc2cc3c(cc2Cl)OCO3)C1(C)C (stereo unspecified)
  EIF4E inhibitors: -0.116

Bioassay records from PubChem.
